Compound activity from PubChem.
PG9 Ab binder: PG9 antibody binding by small molecule; inhibition, % at 6.7 µM; 0.43% of 360,000 active; TR-FRET gp120-PG9 antibody binding; in the data active = inhibition above about 8.5%
HTRA1 inhibitor: HTRA1 (human) protease inhibition | Q92743 | recombinant HTRA1, FP-rhodamine activity-based probe, fluorescence polarization | inhibition, % at 5.96 µM | 0.5% of 340,000 active | AID 504803; in the data active = inhibition above about 36%;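 also: 0% = enzyme with DMSO and 100% = wells lacking enzyme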
TCR CD3 inh: blocks the human TCR-CD3 interaction; TAMRA-labeled TCR probe fluorescence, biochemical; inhibition, % at 9.4 µM; 0.37% of 360,000 active; AID 651800; in the data active = inhibition above about 19%;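 also: recombinant mutant TCR 2C K166C tagged with TAMRA read by polarization; 0% = receptor in buffer alone and 100% = receptor with positive control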
TDP2 absorb: TDP2 (human) inhibition, absorbance primary screen. O95551. recombinant TDP2, T5PNP hydrolysis, p-nitrophenol absorbance 415 nm. inhibition, % at 12.8 µM. 0.34% of 370,000 active;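 active = inhibition above the mean of all tested compounds plus 3 SD, set per campaign, cut at about 25% in these data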;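 also: 0% = DMSO with enzyme and 100% = buffer with substrate but no TDP2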
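Read-out basis: percent inhibition. System: recombinant human TDP2. Buffer or medium: Mg2+-containing Tris-HCl buffer, pH 7.5. Repeats: single replicate. Timing: reaction 2 h, 37 °C. Benchmarks: high control without enzyme, low control DMSO plus TDP2. Probe or stimulus: 5 mM T5PNP. Doses: 12.8 µM only. Measured by: epi absorbance of p-nitrophenol freed from T5PNP by hydrolysis.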
Rev-erbA mod: Rev-erb alpha (human) modulation | activity, % at 10 µM | Rev-erbα–FITC-DNA binding, fluorescence polarization, 90 min | AID 1259318 | P20393 | 0.79% of 370,000 active;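 active = activity above about 14%, limit read from the data; passing the limit was not always enough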;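 also: 0% = DMSO wells with 35 nM protein and 100% = DMSO wells with 750 nM protein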
Target sequence (P20393 whole entry, looked up): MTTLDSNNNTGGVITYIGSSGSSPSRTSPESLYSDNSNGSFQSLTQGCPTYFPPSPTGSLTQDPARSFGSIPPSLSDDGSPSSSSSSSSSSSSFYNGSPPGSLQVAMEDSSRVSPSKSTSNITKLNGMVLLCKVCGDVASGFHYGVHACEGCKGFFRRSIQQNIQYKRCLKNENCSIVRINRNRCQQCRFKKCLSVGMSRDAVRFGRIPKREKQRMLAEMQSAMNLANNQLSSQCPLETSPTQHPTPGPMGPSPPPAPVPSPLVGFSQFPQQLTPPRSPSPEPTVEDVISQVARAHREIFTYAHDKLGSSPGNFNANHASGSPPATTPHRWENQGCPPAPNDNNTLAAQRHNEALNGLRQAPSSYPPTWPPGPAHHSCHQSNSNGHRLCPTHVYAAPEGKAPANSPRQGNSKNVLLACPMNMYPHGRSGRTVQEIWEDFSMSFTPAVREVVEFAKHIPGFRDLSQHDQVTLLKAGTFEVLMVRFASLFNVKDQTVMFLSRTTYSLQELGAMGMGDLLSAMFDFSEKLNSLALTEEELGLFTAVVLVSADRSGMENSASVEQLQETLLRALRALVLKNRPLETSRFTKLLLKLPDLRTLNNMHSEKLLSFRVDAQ
SIAE inh: inhibitors of human sialic acid acetylesterase SIAE. inhibition, % at 9.66 µM. SIAE FP-Rh probe binding, fluorescence polarization. Q9HAT2. 0.69% of 370,000 active. AID 1053197;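 active = inhibition above a cutoff: mean of compounds within the control limits plus 3 SD of those, cut at about 17% in these data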;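 also: 0% = plate median of compound wells and 100% = probe without SIAE protein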
LEDGF integ inh: blocks HIV-1 LEDGF/p75-dependent DNA integration | 0.64% of 370,000 active | inhibition, % at 3.7 µM | TR-FRET IN-LEDGF/p75 DNA integration, Eu/Cy5;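 active = inhibition above the screen-wide mean plus 3 SD, cut at about 13% in these data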;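 also: signal is the Cy5 over europium emission ratio at 671 and 618 nm; 0% = plate median of compound wells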
rCAG binder: binds r(CAG) RNA repeats | r(CAG) RNA repeat, TO-PRO-1 dye displacement fluorescence | inhibition, % at 3 µM | 1.3% of 370,000 active | AID 651821;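 active = inhibition above the plate cutoff, the mean of all test compounds on that plate plus 3 SD, cut at about 35% in these data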;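 also: 0% = DMSO alone and 100% = 100 µM mitoxantrone as full dye displacement; higher means more dye released from RNA so lower well fluorescence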
PRMT1 FP inh: PRMT1 (human) inhibition, primary screen; recombinant PRMT1, activity-based probe fluorescence polarization; Q99873; 1.3% of 370,000 active; inhibition, % at 2.79 µM; AID 652257;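 active = inhibition above about 21% made by adding two undisclosed values, limit read from the data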
ABHD4 inh: ABHD4 (mouse) inhibition, primary FP screen; purified mABHD4, FP-Rh probe fluorescence polarization; inhibition, % at 8.92 µM; 0.54% of 370,000 active; AID 720543; Q8VD66;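 active = inhibition exceeding the mean over every tested compound plus 3 SD, cut at about 30% in these data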;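 also: 0% = plate median of compound wells and 100% = S159A mutant with DMSO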
Target sequence (Q8VD66 whole entry, looked up): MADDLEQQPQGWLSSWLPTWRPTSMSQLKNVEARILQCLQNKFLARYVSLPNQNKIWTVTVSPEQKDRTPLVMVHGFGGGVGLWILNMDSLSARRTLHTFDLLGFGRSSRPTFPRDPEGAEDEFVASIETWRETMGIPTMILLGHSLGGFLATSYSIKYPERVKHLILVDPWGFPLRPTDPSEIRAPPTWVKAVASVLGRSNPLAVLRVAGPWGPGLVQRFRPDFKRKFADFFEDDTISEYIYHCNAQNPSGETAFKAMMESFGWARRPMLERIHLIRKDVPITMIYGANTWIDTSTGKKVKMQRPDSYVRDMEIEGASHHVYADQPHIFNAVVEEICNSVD
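Assay system: mABHD4 protein; medium: HEPES pH 7.0, NaCl, Pluronic buffer; dosing: 8.92 µM, single dose; schedule: 45 min + 60 min at 25 °C; signal: FP readout, ex 525 nm / em 598 nm; read-out: normalized percent inhibition of probe labeling; repeats: single replicate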
* = called active by the depositor; · = no result given.

Results follow in this order: LEDGF integ inh	HTRA1 inhibitor	TDP2 absorb	TCR CD3 inh	PG9 Ab binder	PRMT1 FP inh	rCAG binder	SIAE inh	ABHD4 inh	Rev-erbA mod
[1] COc1ccc(S(=O)(=O)n2cnc(C)c2)cc1
    3	-3	1	0	1.0	1	7	1	-3	-1
[2] CC(C)(C)N1CC(OC(N)=O)C1
    -4	9	18	3	-3.4	-4	-1	8	-1	-3
[3] CC(C)(C)c1ccc2c(c1)OC(C(=O)N/N=C\c1ccccn1)CO2 (configuration not stated)
    -1	9	-10	-6	-1.3	-3	6	4	-3	3
[4] N/C(=N\NC(=O)c1ccccc1)c1cc2ccccc2oc1=O
    6	7	-14	2	-2.1	-4	1	-4	1	0
[5] CCCNC(=O)COc1cccc(C(=O)NCc2ccccc2)c1
    -2	-3	10	2	-1.4	-1	-3	8	-2	2
[6] CC1(C)C(=O)Nc2ccccc2N1C(=O)COc1ncnc2c(Cl)cc(Cl)cc12
    2	-3	-5	1	-2.3	-4	0	-7	-3	-1
[7] COc1ccc(C(CNC(=O)CNC(=O)c2cccc(C)c2)N2CCOCC2)cc1 (configuration not stated)
    5	3	-6	-3	-2.7	-5	1	4	-6	-4
[8] O=C(Nc1cccc([N+](=O)[O-])c1)c1[nH]ncc1Cl
    -2	-9	3	7	0.7	-1	3	-6	-6	2
[9] Cc1cc(OC(C)CCN2CCC(C(O)(c3ccccc3)c3ccccc3)CC2)ccc1Br (configuration not stated)
    0	·	0	·	·	-3	6	2	22	-2
[10] CCS(=O)(=O)c1ccc(O)c(NC(=O)c2cc(-c3ccccn3)nc3ccccc23)c1
    -3	5	12	2	0.8	-2	21	-3	7	1
[11] Cc1ccc(NC(=O)Nc2cccn(Cc3c(F)cccc3Cl)c2=O)cc1
    -5	-9	-3	4	-2.2	0	1	1	1	-5
[12] Cc1ccc(C(=O)n2ncn(C)c2=S)cc1
    2	-1	-6	5	1.2	2	-2	3	1	-7
[13] COc1ccc(C(=O)NCC(=O)N2CCNC(=O)C2)cc1OC
    2	-4	5	10	-2.0	2	0	2	-4	-5
[14] CCCCNS(=O)(=O)CC1NCc2cc(F)ccc21 (configuration not stated)
    4	·	-7	·	·	3	1	-4	-5	5
[15] Cc1cc(C)n(C(=O)CNC(=O)c2ccc3c(c2)OCCO3)n1
    3	8	8	2	2.3	7	0	-4	-2	-9
[16] CC1=C(C(=O)N2CCCCCC2)CC(CC(=O)NC2CCCCC2)C(=O)N1Cc1ccc(C(C)(C)C)cc1 (configuration not stated)
    -1	·	-4	-8	-1.1	3	4	0	9	1
[17] C[C@H]1Cn2cnc(C(=O)NCc3ccc(CNC(=O)OC(C)(C)C)cc3)c2C(=O)N1
    -10	3	-5	-1	0.7	-5	-1	6	0	-5
[18] COCCc1nc2ccc(C(=O)N(C)Cc3cccc(-n4nc(C)cc4C)c3)cc2o1
    2	-4	2	3	-0.9	-1	-8	3	5	-1
[19] Cc1ccc(NC(=O)CN(c2ccccc2)S(=O)(=O)N(C)C)cc1C
    -3	3	7	5	-4.1	0	-5	-9	-4	4
[20] S=c1[nH]c2ccccc2n2cccc12
    5	-4	-13	-4	23*	9	6	7	1	9
[21] C=CCn1c(SCC(=O)Nc2cc(NC(C)=O)ccc2OC)nnc1-c1ccccn1
    -4	-1	-10	4	1.2	3	0	-2	-13	-6
[22] CC(C)(C)OC(=O)N1CCC(c2c(C(=O)N3CCN(C(=O)c4ccco4)CC3)cnn2-c2cccc(Cl)c2)CC1
    2	-3	3	5	-0.1	-2	-7	3	0	2
[23] Clc1ccc(-c2ncc3ccccn23)cc1
    -1	-2	8	5	0.2	3	1	-3	2	-3
[24] Cc1nc(/C(=N/O)C(N)=O)cs1
    0	11	2	4	-1.1	-3	2	0	-2	1
[25] Cc1c(C)n(C)c2ccc([N+](=O)[O-])cc12
    1	-11	-3	2	-0.9	-4	4	5	-3	·
[26] CCN(CC)CC(C)OC(=O)c1cc(OC)c(OC)c(OC)c1 (configuration not stated)
    -3	1	-1	9	0.8	0	3	3	-1	4
[27] O=C(O)c1cc2cc(Oc3ccccc3)ccc2[nH]1
    2	-3	2	6	0.7	-3	4	2	-1	3
[28] Cc1ccc(C(=O)C2CCN(CC(=O)Nc3nc(C)cs3)CC2)cc1
    -1	-9	13	-1	2.1	1	-8	-6	6	-3
[29] O=C(NCCNC(=O)c1ccccn1)c1ccccc1
    1	-8	3	-2	-1.1	0	-1	-4	5	-2
[30] CSc1ccccc1NC(=O)CSCc1ccc(Br)cc1
    -5	-12	1	4	1.6	1	1	-3	-8	1
[31] CCN1C(=O)CCC(C(=O)O)C1c1ccc(OC)cc1 (configuration not stated)
    -1	5	-6	7	-1.0	1	-2	1	-3	-3
[32] COc1ccccc1NC(=O)c1ccccc1NC(=O)c1ccccn1
    -1	-22	-6	-3	0.0	-4	1	-6	-4	-3
[33] COCCCNC(=O)CC1C[C@H](C(=O)N2CCCCC2)[C@@]2(CCc3ccccc3)c3[nH]c4ccc(OC)cc4c3CCN2C1=O (some centres not stated)
    -3	2	-2	-6	2.0	3	2	-2	8	8
[34] O=C(O)CC/C(=N/NC(=O)c1cccs1)c1ccccc1
    2	2	-6	8	-1.8	2	4	5	0	3
[35] N[C@H](C(=O)N[C@@H](Cc1ccccc1)C(=O)N1CCC2CCN(S(=O)(=O)c3ccccc3)CC21)c1ccccc1 (some centres not stated)
    0	·	10	·	·	0	3	2	1	13
[36] Cc1cc(C)n(/N=C/c2cccc(O)c2)c(=O)c1C(N)=O
    3	-2	-3	-5	-1.1	-4	-3	3	5	-3
[37] Cc1ccc(NC(=O)c2ccc(Cl)nc2)cc1
    -2	-6	-9	6	-0.6	-1	0	6	0	1
[38] Cc1cccc(N(C(=O)Cn2nnc(-c3ccc(C)o3)n2)C(C(=O)NC2CCCC2)c2ccncc2)c1 (configuration not stated)
    1	1	2	0	-1.0	4	0	-2	2	-7
[39] O=c1cc(N2CCC(Cc3ccccc3)CC2)[nH]c(=O)n1C1CCCCC1
    1	-5	9	0	0.5	-3	2	0	-1	-1
[40] COc1ccc(OC)c(Nc2nc(-c3sc(N)nc3C)cs2)c1
    1	31	-1	-1	-2.2	14	26	5	17	4
[41] CN(C(=O)COc1ccc(Cl)cc1Cl)C1(C)CCS(=O)(=O)C1 (configuration not stated)
    -1	-4	-5	3	-0.6	3	-5	1	3	2
[42] CC1=CC2(C(Cc3ccccc3)N(CC3CC3)C(=NC(=O)c3ccccc3)N2C(=O)OCc2ccccc2)n2c(=O)n(-c3ccccc3)c(=O)n2C1 (configuration not stated)
    -1	·	-6	·	·	3	14	4	5	-2
[43] CCC(NC(=S)NCc1ccc(F)cc1)c1ccc(C(C)C)cc1 (configuration not stated)
    3	-32	5	10	-0.8	-3	-4	-3	-28	1
[44] CCc1n[nH]c(=S)n1/N=C/c1c[nH]c2ccc(Br)cc12
    1	-29	-3	2	4.3	30*	28	-6	-2	2
[45] O=C(Nc1cc(S(=O)(=O)N2CCOCC2)ccc1Cl)c1cc(=O)c2ccccc2o1
    0	-4	2	-2	-1.3	2	-1	-4	4	5
[46] COc1ccc(CCNC(=O)c2c(O)c3cccc4c3n(c2=O)CC4)cc1
    0	0	-7	0	0.7	-1	3	0	0	11
[47] O=C(CCNC(=O)c1ccc([N+](=O)[O-])cc1)NCc1cccs1
    -1	2	3	-1	-2.9	-5	1	-8	2	1
[48] Cc1nc(C)c(C(=O)N(c2ccc(C)c(C)c2)C(C(=O)NCc2ccco2)c2ccccc2)s1 (configuration not stated)
    -1	-1	2	-5	1.1	-2	-2	3	1	2
[49] CCOC(=O)C1CCN(Cc2cc(=O)oc3cc(C)c(Cl)cc23)CC1
    4	5	7	-1	-0.1	-4	-4	3	6	-2
[50] CCN(CC)CCN(C(=O)CCS(=O)(=O)c1ccccc1)c1nc2c(C)cc(C)cc2s1
    -10	-13	-3	0	-1.4	3	-4	0	4	5
[51] CC1=Nc2cccc3cccc(c23)N1C
    -8	7	6	0	-18	0	0	-2	9	-2
[52] COc1ccc(C(=O)CC(=O)C(=O)NCCc2cccc(C)c2)cc1
    2	-27	-14	2	-1.9	-2	11	3	-13	3
[53] O=C(Nc1cccc([N+](=O)[O-])c1)c1ccc2c(c1)OCCO2
    0	-12	-18	-1	-1.1	-3	2	-9	-3	6
[54] COn1cnnc1-c1ccccc1
    3	-3	0	2	-1.7	-2	5	-2	2	-4
[55] COc1ccccc1NC(=O)CSc1nnc(CNC(=O)c2ccco2)n1C
    0	0	-13	1	0.3	1	4	-7	4	3
[56] CC(Sc1nnc(C(C)Oc2ccc(F)cc2)o1)C(=O)NCc1ccc2c(c1)OCO2 (configuration not stated)
    4	-10	-5	3	0.3	0	4	-5	-4	3
[57] O=C(O)C1CCN(C(=O)c2scc3c2OCCO3)CC1
    1	8	-10	1	-0.1	3	1	0	4	2

Some of the entries above in another layout:
| item | Compound | LEDGF integ inh | HTRA1 inhibitor | TDP2 absorb | TCR CD3 inh | PG9 Ab binder | PRMT1 FP inh | rCAG binder | SIAE inh | ABHD4 inh | Rev-erbA mod |
| --- | --- | --- | --- | --- | --- | --- | --- | --- | --- | --- | --- |
| 31 | CCN1C(=O)CCC(C(=O)O)C1c1ccc(OC)cc1 (configuration not stated) | -1 | 5 | -6 | 7 | -1.0 | 1 | -2 | 1 | -3 | -3 |
| 32 | COc1ccccc1NC(=O)c1ccccc1NC(=O)c1ccccn1 | -1 | -22 | -6 | -3 | 0.0 | -4 | 1 | -6 | -4 | -3 |

Only part of the results is shown; the hit share may differ from the screen's.
